Mcl1 Noxa PPI – Mcl-1/Noxa binding inhibitors, primary screen, biochemical, TR-FRET, 1536-well; TR-FRET Mcl-1/Noxa peptide binding, 2 h; AID 1022, 2008; Induced myeloid leukemia cell differentiation protein Mcl-1 (Homo sapiens), Q07820; 220,000 tested, 1.5% active; inhibition, % at 21.7 µM;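 active = compounds that cut the protein-peptide binding signal by more than 50% relative to plate controls in a single-dose test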;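 note: His-tagged Mcl-1 with rhodamine Noxa BH3 peptide and terbium anti-His antibody; 0% = Mcl-1 plus Noxa peptide wells and 100% = peptide-only wells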
Rab2 wt GTP – modulators of GTP binding to Rab2A wildtype, primary screen, biochemical, dog, bead-based flow cytometry, multiplex | GTP binding activity, % at 10 µM | Ras-related protein Rab-2A (Canis lupus familiaris), P61105 | GST-Rab2 wt beads, Bodipy-GTP binding | 190,000 tested, 0.19% active;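 active = GTP binding activity at least 20 points away from 100%, either lowered or raised; inconclusive = signal likely due to the compound's own green fluorescence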;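 note: 0% = beads with excess unlabeled GTP and 100% = no-compound control corrected for plate trend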
Pf gamet viab – late stage P. falciparum gametocyte viability inhibitors, primary screen, ATP luminescence, HTS; P. falciparum stage V gametocytes, 24 h; inhibition, % at 10.9 µM; 150,000 tested, 0.065% active;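 active = inhibition above the mean plus 3 SD of compounds within the control limits, set per campaign, cut at about 38% in these data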;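 note: 0% = DMSO wells and 100% = medium only without gametocytes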
Cdc42 wt GTP – modulators of GTP binding to wildtype Cdc42, primary screen, biochemical, multiplex bead flow cytometry, Bodipy-GTP. Cell division control protein 42 homolog (Homo sapiens), P60953. percent activity (GTP binding), % at 10 µM. 190,000 tested, 0.2% active. AID 761, 2007. GST-Cdc42 beads; actives lie on both sides;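 active = percent activity GTP binding at least 20 points away from the 100% baseline, either down as inhibitor or up as activator; inconclusive = compound flagged as likely green fluorescent from well-wide comparison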;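 note: median bead fluorescence of bound Bodipy-FL-GTP at 100 nM; 0% = excess unlabeled GTP control and 100% = no compound control; below 100% means less GTP binding so inhibitor and above means activator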
Target sequence (P60953 whole entry, looked up): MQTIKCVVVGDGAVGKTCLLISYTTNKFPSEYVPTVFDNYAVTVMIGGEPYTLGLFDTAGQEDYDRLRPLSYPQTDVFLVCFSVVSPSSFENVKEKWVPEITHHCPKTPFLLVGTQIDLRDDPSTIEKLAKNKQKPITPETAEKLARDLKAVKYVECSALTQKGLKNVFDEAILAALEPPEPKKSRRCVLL
HRas wt GTP – modulators of GTP binding to HRas wildtype, primary screen, biochemical, bead-based flow cytometry, multiplex; GST-Ras wt beads, Bodipy-FL-GTP binding; actives lie on both sides; GTP binding activity, % at 10 µM; 190,000 tested, 0.14% active; AID 759, 2007;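 active = GTP binding activity at least 20% away from the 100% baseline, either lowered as inhibitor or raised as activator; inconclusive = flagged as likely green fluorescent, judged across all proteins in the well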;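 note: 0% = unlabeled GTP competition control and 100% = no-compound control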
Target sequence (P01112 whole entry, looked up): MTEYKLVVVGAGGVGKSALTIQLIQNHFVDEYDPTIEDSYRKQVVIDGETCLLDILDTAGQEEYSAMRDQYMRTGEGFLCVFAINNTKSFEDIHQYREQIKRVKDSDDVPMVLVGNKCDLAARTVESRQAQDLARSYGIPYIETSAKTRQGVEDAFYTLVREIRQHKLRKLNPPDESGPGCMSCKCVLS
Rac1 act GTP bind – GTP binding modulators of activated mutant Rac1, primary screen, biochemical, bead-based flow cytometry, multiplex, fluorescent GTP. percent activity (GTP binding), % at 10 µM. GST-Rac1 activated beads; actives lie on both sides; 100% means binding = to untreated wells. 190,000 tested, 0.11% active. AID 764, 2007;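 active = GTP binding at least 20 percentage points away from the 100% baseline, in either direction, so actives lie on both sides; inconclusive = Compound likely fluorescent itself, or too few beads counted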
Rab7 wt GTP bind – modulators of GTP binding to Rab7, primary screen, biochemical, wildtype, multiplex bead flow cytometry. Rab7 GTPase wild type (dog), Bodipy-FL-GTP binding. GTP binding activity (percent of control), % at 10 µM. AID 758, 2007. 190,000 tested, 0.055% active. GST-Rab7 beads, fluorescent GTP binding; actives lie on both sides; untreated = 100%, excess cold GTP = 0%;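 active = fluorescent GTP binding to Rab7 beads changed by at least 20 points from the 100% baseline, either direction, mostly lower; inconclusive = compound itself probably fluorescent, or too few beads counted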;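 note: median green fluorescence of bound Bodipy-FL-GTP per Rab7 bead population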
Rac1 wt GTP bind – wildtype Rac1 GTP binding modulators, primary screen, biochemical, GST-Rac1 beads, flow cytometry, multiplex; Ras-related C3 botulinum toxin substrate 1 (Homo sapiens), P63000; fluorescent GTP binding; actives lie on both sides; 0 = cold GTP competed, 100 = untreated; GTP binding activity (% of control), % at 10 µM; 190,000 tested, 0.27% active; AID 757, 2007;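 active = GTP binding activity at least 20 points away from the 100% control level, either lower or higher; inconclusive = compound flagged as likely green fluorescent, judged across all proteins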
Avidin fluor – green autofluorescence of compounds with avidin beads – biophysical, 488/530 nm, flow cytometry, artefact control, profiling panel | compound fluorescence 488/530 nm; stronger effect = higher value | AID 1775, 2009 | fluorescence (KMESF) at 10 µM | 220,000 tested, 0.38% active; in the data active = fluorescence above about 47; note: inactives centre near 10
ABCG2 block – ABCG2 efflux pump inhibitors, primary screen, multiplex with ABCB1, IgMXP3 cells, flow cytometry. inhibition, % at 6.6 µM. Broad substrate specificity ATP-binding cassette transporter ABCG2 (Homo sapiens), Q9UNQ0. 190,000 tested, 0.1% active. JC-1 efflux;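 active = inhibition above 80%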;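 note: 0% = DMSO and 100% = nicardipine control wells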
Target sequence (Q9UNQ0 whole entry, looked up): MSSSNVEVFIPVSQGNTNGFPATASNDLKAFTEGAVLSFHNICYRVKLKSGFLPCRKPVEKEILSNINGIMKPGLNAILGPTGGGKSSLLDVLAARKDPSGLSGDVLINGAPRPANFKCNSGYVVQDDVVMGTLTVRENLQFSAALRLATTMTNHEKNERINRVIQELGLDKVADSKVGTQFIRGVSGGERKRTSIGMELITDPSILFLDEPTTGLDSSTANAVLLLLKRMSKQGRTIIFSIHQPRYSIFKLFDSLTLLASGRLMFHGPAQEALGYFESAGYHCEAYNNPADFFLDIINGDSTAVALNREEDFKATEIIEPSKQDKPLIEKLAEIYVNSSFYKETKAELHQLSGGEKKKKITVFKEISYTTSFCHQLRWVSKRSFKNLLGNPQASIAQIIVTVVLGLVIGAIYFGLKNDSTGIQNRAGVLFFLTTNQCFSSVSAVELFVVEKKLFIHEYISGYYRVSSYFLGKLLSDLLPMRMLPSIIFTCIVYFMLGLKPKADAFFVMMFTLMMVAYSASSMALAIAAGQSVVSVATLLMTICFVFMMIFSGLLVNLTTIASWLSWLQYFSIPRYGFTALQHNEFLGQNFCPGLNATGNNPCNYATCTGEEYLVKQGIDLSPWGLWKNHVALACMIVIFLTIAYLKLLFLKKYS
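Times: 10 min at 25 °C | Test system: Two drug-resistant human cell lines, ABCG2 and ABCB1 | Quantity: 3 million cells/mL final, two lines in 1:1 ratio | Signal: Flow cytometry, 530 nm JC-1 signal | Dosing: Compound at 6.6 µM | Controls: Nicardipine and DMSO wells | Reagent: JC-1 as fluorescent efflux pump substrate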
ABCB1 block – ABCB1 efflux pump inhibitors, primary screen, cell-based, multiplex, flow cytometry, ABCG2 counter-screen; inhibition, % at 6.6 µM; CCRF-Adr cells, JC-1 efflux; AID 1326, 2008; 190,000 tested, 0.067% active; in the data active = inhibition above about 40%;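 note: 0% = vehicle and 100% = reference inhibitor; higher value means more JC-1 retained so stronger ABCB1 efflux block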
* = called active by the depositor; ? = inconclusive; / = not tested or not shown.

SMILES	Mcl1 Noxa PPI	Rab2 wt GTP	Pf gamet viab	Cdc42 wt GTP	HRas wt GTP	Rac1 act GTP bind	Rab7 wt GTP bind	Rac1 wt GTP bind	Avidin fluor	ABCG2 block	ABCB1 block
Cc1cc(N2CCN(c3ccccc3F)CC2)nc2cc(O)ccc12	31	99	-21	102	99	98	98	102	33	1	0.5
COC(=O)CCCn1c(C)cc(C(=O)CCl)c1C	8	98	14	95	98	93	103	96	12	0	-3.0
Fc1ccc(C2c3[nH]c4ccccc4c3CCN2Cc2ccoc2)cc1 (stereo unspecified)	10	99	-4	97	96	96	98	96	9	3	0.4
Cc1ccc(CSc2nnc(CC(=O)Nc3ccc(C)cc3)n2C)cc1	0	99	/	99	99	99	96	100	9	0	0.3
CCOC(=O)c1[nH]c(=O)c2ccccc2c1O	-2	101	-20	107	102	101	102	110	32	24	1.2
CCOC(=O)c1cnn2c(N)c(C#N)nnc12	-11	100	/	101	99	97	98	100	8	1	0.0
Cc1ccc(C(=O)N/C(=C\c2cccnc2)c2nc3ccccc3[nH]2)cc1	15	98	9	102	97	98	98	99	6	0	-0.3
Cc1ccc(NC(=O)c2cc(S(=O)(=O)N3CCOCC3)ccc2F)c(C)c1	-3	97	20	97	98	95	96	94	15	3	0.8
O=C(NCCN1CCOCC1)c1ccc(NC(=O)C2COc3ccccc3O2)cc1 (stereo unspecified)	0	103	-13	102	101	99	107	104	7	14	1.8
Cc1sc(NC(=O)C2CCCO2)c(C(N)=O)c1C (stereo unspecified)	26	96	/	99	98	95	100	100	13	-1	0.3
N=c1sccn1CC(=O)Nc1cc(Cl)ccc1Oc1ccccc1	22	102	/	106	104	101	100	110	10	1	0.5
Cc1cc(C)n2nc(SCC3COc4ccccc4O3)nc2n1 (stereo unspecified)	6	93	-55	97	96	94	96	96	6	8	1.8
C[C@@H]1CN(C2CCN(Cc3nc(CC4CC4)no3)CC2)C[C@H](C)O1	0	98	-18	101	98	98	100	102	8	0	0.0
O=C(NC1CCCCCC1)C1CCCN(S(=O)(=O)c2cnc[nH]2)C1 (stereo unspecified)	6	95	/	95	95	98	92	100	4	2	1.4
O=C(NCc1ccc2c(c1)OCO2)C1CCC(CNS(=O)(=O)c2ccccc2)CC1 (stereo unspecified)	9	100	/	100	101	98	96	102	32	18	1.3
CC(NC(=O)c1ccc(F)cc1)C(c1cccs1)N1CCN(C)CC1 (stereo unspecified)	13	99	/	101	101	101	96	104	7	7	0.1
Cc1ccc(C)c(C(=O)COC(=O)CCCC(=O)Nc2cc(C(F)(F)F)ccc2Cl)c1	13	96	/	99	97	95	96	98	4	27	0.6
CCOC(=O)CC(NC(=O)c1ccco1)c1ccc(OC)cc1 (stereo unspecified)	-1	99	/	103	103	98	100	105	10	1	0.7
CCCc1cc2c(=O)c(-c3ccccn3)coc2cc1OC	-46	99	/	101	99	97	100	100	40	0	0.2
Cn1c(N)c(C(=O)CSc2nc(N)cc(N)n2)c(=O)n(C)c1=O	19	87	7	89	90	93	96	96	11	1	-0.2
O=C1c2cccnc2C(=O)N1CNc1ccc(Cl)cc1	11	93	6	93	93	94	95	99	10	2	0.5
Cc1cccc(N2CCN(C(=O)Cc3ccc(-n4c(=O)[nH]c5ccsc5c4=O)cc3)CC2)c1C	5	98	-21	100	99	100	100	100	6	10	0.0
Cc1c(C(c2ccc([N+](=O)[O-])cc2)c2c(C)n(C)n(-c3ccccc3)c2=O)c(=O)n(-c2ccccc2)n1C	2	104	/	109	105	101	100	104	17	0	0.2
COc1ccc2cc(-c3cc(C(=O)OCC(=O)NC4CCS(=O)(=O)C4)c4ccccc4n3)ccc2c1 (stereo unspecified)	-13	98	-17	103	102	102	100	107	11	-5	-0.7
C(=C\c1nc(N2CCCC2)c2ccccc2n1)/c1ccccc1	19	93	19	97	94	96	95	97	11	29	4.3

Reformatted with values under each structure: entries from further up.
Below each compound – Mcl1 Noxa PPI | Rab2 wt GTP | Pf gamet viab | Cdc42 wt GTP | HRas wt GTP | Rac1 act GTP bind | Rab7 wt GTP bind | Rac1 wt GTP bind | Avidin fluor | ABCG2 block | ABCB1 block
C(=C\c1nc(N2CCCC2)c2ccccc2n1)/c1ccccc1
    19 | 93 | 19 | 97 | 94 | 96 | 95 | 97 | 11 | 29 | 4.3
COc1ccc2cc(-c3cc(C(=O)OCC(=O)NC4CCS(=O)(=O)C4)c4ccccc4n3)ccc2c1 (stereo unspecified)
    -13 | 98 | -17 | 103 | 102 | 102 | 100 | 107 | 11 | -5 | -0.7
Cc1cccc(N2CCN(C(=O)Cc3ccc(-n4c(=O)[nH]c5ccsc5c4=O)cc3)CC2)c1C
    5 | 98 | -21 | 100 | 99 | 100 | 100 | 100 | 6 | 10 | 0.0

Reprinted at random: 4 entries already listed, in no set order.
SMILES	Mcl1 Noxa PPI	Rab2 wt GTP	Pf gamet viab	Cdc42 wt GTP	HRas wt GTP	Rac1 act GTP bind	Rab7 wt GTP bind	Rac1 wt GTP bind	Avidin fluor	ABCG2 block	ABCB1 block
O=C(NCCN1CCOCC1)c1ccc(NC(=O)C2COc3ccccc3O2)cc1 (stereo unspecified)	0	103	-13	102	101	99	107	104	7	14	1.8
Cn1c(N)c(C(=O)CSc2nc(N)cc(N)n2)c(=O)n(C)c1=O	19	87	7	89	90	93	96	96	11	1	-0.2
CC(NC(=O)c1ccc(F)cc1)C(c1cccs1)N1CCN(C)CC1 (stereo unspecified)	13	99	/	101	101	101	96	104	7	7	0.1
COc1ccc2cc(-c3cc(C(=O)OCC(=O)NC4CCS(=O)(=O)C4)c4ccccc4n3)ccc2c1 (stereo unspecified)	-13	98	-17	103	102	102	100	107	11	-5	-0.7

(continued)
SMILES	Mcl1 Noxa PPI	Rab2 wt GTP	Pf gamet viab	Cdc42 wt GTP	HRas wt GTP	Rac1 act GTP bind	Rab7 wt GTP bind	Rac1 wt GTP bind	Avidin fluor	ABCG2 block	ABCB1 block
COCCN1C(=O)C(O)=C(C(=O)c2ccco2)C1c1cccc(Oc2ccccc2)c1 (stereo unspecified)	0	95	/	99	95	95	97	98	25	28	1.2
O=C(Nc1cccc(NC(=O)C2C3CC4OC(=O)C2C4C3)c1)c1ccccc1 (stereo unspecified)	1	97	-10	95	99	96	100	103	11	0	0.0
O=C(COC(=O)c1sc2ccccc2c1Cl)Nc1ncc(Cl)cc1Cl	10	94	0	100	97	96	98	107	6	1	0.1
Cc1ccc(Nc2nnc(SC3CCOC3=O)s2)c(C)c1 (stereo unspecified)	-2	103	/	101	104	100	106	105	1	3	-1.1
CC(C)CCNc1cc(=O)n(C)c(=O)n1C	1	98	/	100	98	98	97	99	37	1	0.2
Cc1cc2nc(-c3ccc(SCC(=O)Nc4nccs4)nc3)[nH]c2cc1C	73*	?	-26	?	?	?	?	?	10	-1	-0.2
COC(=O)c1cc(C(=O)OC)cc(N2C(=O)CN=C2Nc2nc(C)cc(C)n2)c1	-8	103	/	102	101	101	103	107	14	30	0.5
C=CCSc1nnc(NC(=O)c2ccc(S(=O)(=O)NCC3CCCO3)cc2)s1 (stereo unspecified)	20	104	4	104	105	102	107	119	26	11	1.1
O=C(CSc1nnc(Cc2ccccc2)o1)NCc1ccc2c(c1)OCO2	-2	93	-2	91	96	92	102	94	12	5	1.8
COC(=O)C1=C(C(=O)OC)SC(=C2C(=S)C(C)(C)N(C(=O)CC(C)C)c3ccccc32)S1	-4	94	/	91	94	94	91	97	10	2	0.9
CC1=C(C(=O)N2CCCC(C(=O)c3cccc(C(F)(F)F)c3)C2)OCCO1 (stereo unspecified)	-8	98	-3	100	101	97	99	100	12	3	-1.9
O=C(Cc1c(C(=O)O)[nH]c2ccccc12)Nc1ccc2c(c1)OCO2	10	101	7	101	103	97	105	105	11	2	1.1
CC(=O)c1nn(-c2ccccc2)cc1C(=O)c1ccc(Br)cc1	32	99	7	100	101	99	95	104	13	14	1.3
O=C1OCc2cc(-n3cccc3)ccc21	4	102	-18	103	98	101	98	103	9	27	-0.5
CC1(C)CN(c2ccc(N3CC(C)(C)C3=O)cc2)C1=O	-6	96	-2	99	96	97	95	101	12	2	0.4
O=C(Nc1nc(NC(=O)c2ccco2)n(-c2ccccc2)n1)c1ccccc1	-42	93	/	96	95	92	93	91	7	-3	0.3
Cc1cc2c(c(N)n1)c(=O)oc1ccccc12	7	99	/	100	100	98	100	99	8	13	0.3
Nc1nc(SCC(=O)NCCc2ccccc2)[nH]c(=O)c1-c1ccccc1	14	98	7	98	99	96	100	102	9	4	0.6
COCCCNC(=O)c1ccc(N(C)S(=O)(=O)c2ccc(OC)cc2)cc1	16	100	/	100	99	98	102	103	12	33	0.9
O=C(c1ccc(NS(=O)(=O)c2ccccc2)cc1)N1CCCC1	-2	101	/	105	101	98	100	101	9	0	0.3
COC(=O)COc1ccc(C2NC(=O)NC(c3ccccc3)=C2C(C)=O)cc1OC (stereo unspecified)	-9	100	/	100	102	98	101	100	10	-7	-5.2
O=C1NC2(CCCCCC2)N=C1c1ccc(Br)cc1	9	97	-7	96	96	99	97	101	11	2	0.5
CC(=O)c1cccc(NC(=O)CCOc2ccccc2)c1	10	98	-2	99	100	98	98	102	5	0	0.1
CCNc1cc(Cl)nc(SC)n1	3	98	-23	102	100	97	98	98	41	1	0.2
COCC(C)NC(=O)CCSc1nc(-c2ccc(OC)cc2)cc(C(F)(F)F)n1 (stereo unspecified)	-4	98	/	102	102	100	102	104	22	2	0.7
CSc1nc2c(c(=O)[nH]1)C(c1ccncc1)C(C(=O)OC(C)C)=C(C)N2 (stereo unspecified)	-3	?	/	?	?	?	?	?	16	0	-0.1
COc1ccc(N/C=C2\CCOC2=O)cc1	29	102	-7	103	104	98	104	102	10	2	0.5
